TRPV1 ag: human TRPV1 agonism; TRPV1-expressing cells, Fluo-8 calcium influx, agonist mode; activation, % at 8.33 µM; hit rate 0.19% among 320,000; AID 540275; in the data active = activation above about 80%; inconclusive = between about 30% and that limit; also: 0% is about no effect
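Fluo-8 calcium influx in TRPV1-expressing cells, kinetic read (ex 480/em 520 nm). Compound added and read 3 min for agonist activity, followed by capsaicin at EC20 final and 2 min further read for enhancement.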
Mito fusion yeast: blocks mitochondrial division or promotes mitochondrial fusion; S. cerevisiae fusion-defective mutant growth rescue, CellTiterGlo 48 h; Potency, µM (series often up to 46.1 µM), inactives show top-dose growth rescue (activation), hits mostly activators; hit rate 0.23% among 320,000; AID 485298;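 also: potency is read from the fitted curve at half-maximal effect; % of control where 0% means no effect; nearly all actives have a fitted effect of over 45% in size; temperature-sensitive fusion mutants such as fzo1-1 at 37 °C on non-fermentable ethanol glycerol medium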
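Read-out: ATP-based luminescence (CellTiterGlo, 10 min ambient) reporting growth of fusion-defective ts yeast after 48 hours at 37C on glycerol/ethanol YPEG medium in the presence of compound.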
A-T KAP1 phos: potential ataxia-telangiectasia treatment. […] A-T fibroblasts, KAP-1 phosphorylation AlphaLISA; neocarzinostatin DNA damage 30 min before lysis. Potency, µM (top dose mostly 57.5 µM), without a hit: at the highest dose activation, hits mostly activators. hit rate 0.19% among 320,000; also: potency is read from the fitted curve at half-maximal effect; % of control where 0% means no effect; nearly all actives have a fitted effect of over 45% in size
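hTERT-immortalized A-T patient fibroblasts ([…]), 500 cells/well in OPTI-MEM, 1% FBS, got compounds for 60 min, then NCS for 30 min at 37C. Lysates were then assayed for phospho-KAP-1 by AlphaLISA (anti-pKAP1 donor, anti-KAP1 acceptor beads), 6 hr at 25C.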
TSHR antag: human thyrotropin receptor antagonism; P16473; TSHR-expressing cells, TSH-stimulated cAMP HTRF, 2 h; hits give low values; activity change, negative = inhibition, % at 11.5 µM; hit rate 0.2% among 330,000;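 active = activity change below a set negative limit, meaning inhibition stronger than a set level, cut at about -70% in these data; inconclusive = activity change between two set negative limits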; also: % is scaled to controls: 0 for no effect and ±100 for the full control effect
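TSHR-expressing cells, 200/well, pre-treated with compound, then stimulated with EC80 TSH (4nM final) for 2 hours at 37 deg C. cAMP measured by competitive HTRF: anti-cAMP cryptate antibody in lysis buffer plus cAMP-d2, read after 30 minutes at room temperature.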
ELG1 DNA repair: blocks ELG1-dependent DNA repair in HEK293T cells. Potency, µM (top dose mostly 46.1 µM), inactives show at the top dose activity change, negative = inhibition, most hits filed as inhibitors. HEK293T ELG1-luciferase reporter, luminescence, 16 h; DNA damage induced by 5-fluorouridine. hit rate 2.3% among 330,000; also: potency is read from the fitted curve at half-maximal effect; % is scaled to controls: 0 for no effect and ±100 for the full control effect; nearly all actives have a fitted effect of over 55% in size
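In this reporter screen, reduction of luminescence relative to DMSO vehicle indicated activity. Compounds and 5-fluorouridine were added together to 2,000 cells per well, incubated for 16 hr at 37 °C, then developed with ONE-Glo.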
Eya2 inh: blocks the phosphatase activity of human Eya2. O00167. recombinant Eya2, OMFP fluorescence dephosphorylation (OMFP is methylfluorescein phosphate). Potency, µM (highest dose often 76.9 µM), inactives show top-dose activity, negative = inhibition, hits mostly inhibitors. hit rate 0.006% among 330,000; also: potency is read from the fitted curve at half-maximal effect; % is scaled to controls: 0 for no effect and ±100 for the full control effect
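Eya2 protein (added as 0.2 uM solution) was preincubated with compound for 10 min at ambient temperature in 50 mM HEPES pH 7.5, 50 mM NaCl, 5 uM MgCl2, 0.05% BSA, 1 mM DTT. OMFP (added at 50 uM) then reacted 10 min; fluorescence read at 485/525 nm.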
KCNH2 3.1 block: KCNH2 3.1 (human) potassium channel inhibition | U2OS KCNH2 3.1, thallium flux FluxOr; hits give low values | activity change, % (tested at about 1.8 µM) | hit rate 0.95% among 340,000 | AID 720553;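 active = maximum activity change below -70%; inconclusive = maximum activity change from -70% to -50%; inactive = maximum activity change above -50%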;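 also: thallium influx rate constant from kinetic fluorescence after stimulation buffer; % is scaled to controls: 0 for no effect and ±100 for the full control effect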
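U2OS cells transduced with KCNH2 3.1 mutant virus (1.77 x 10^8 /mL, 4 h), plated overnight at 37 C, loaded 45 min with FluxOr dye plus Red40 quencher. Thallium flux rate constant from kinetic reads after stimulation buffer, normalised to controls.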
TCR activator: activators of T cell receptors | AID 504894 | 330,000 tested, under 10 active | primary human leukocytes, anti-CD3, IL-2 HTRF, 48 h | Potency, µM (titrated, usually from 9.22 µM), for inactives: at the top dose activation of IL-2 secretion, usual class: activators; also: % of control where 0% means no effect
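Primary human leukocytes incubated 48 hr with anti-CD3 beads plus compound, without co-stimulation. Secreted IL-2 measured by HTRF (europium cryptate/d2 anti-IL-2 pair, 320 nm excitation, 665 nm emission).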
USP2a inh: inhibitors of human ubiquitin-specific protease USP2a | O75604 | USP2 core, Ub-CHOP2 coupled fluorogenic reporter, 485/531 | Potency, µM (highest dose often 38.3 µM), for the others: at the top dose activity change, negative = inhibition, most hits filed as inhibitors | hit rate 0.01% among 330,000;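 also: potency is read from the fitted curve at half-maximal effect; plate controls were DMSO wells for no effect and full inhibition by NEM control for full effect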
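USP2 core (10nM final) preincubated 30min RT with compound in 20mM Tris-HCl pH 8.0, 2mM CaCl2, 2mM beta-mercaptoethanol, 0.05% CHAPS; 25nM Ub-CHOP2 plus 25nM reporter substrate added, fluorescence (Ex485/Em531) read after 60min.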
KCNH2 WT inh: KCNH2 (human, wildtype) channel inhibition | Q12809 | U2OS, BacMam KCNH2, thallium flux FluxOr; hits give low values | activity change, % at 1.84 µM | hit rate 0.37% among 340,000 | AID 720551;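 active = maximum activity change below -70%; inconclusive = maximum activity change between -70% and -50%; inactive = maximum activity change above -50%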; also: % is scaled to controls: 0 for no effect and ±100 for the full control effect
Target sequence (Q12809 whole entry, looked up): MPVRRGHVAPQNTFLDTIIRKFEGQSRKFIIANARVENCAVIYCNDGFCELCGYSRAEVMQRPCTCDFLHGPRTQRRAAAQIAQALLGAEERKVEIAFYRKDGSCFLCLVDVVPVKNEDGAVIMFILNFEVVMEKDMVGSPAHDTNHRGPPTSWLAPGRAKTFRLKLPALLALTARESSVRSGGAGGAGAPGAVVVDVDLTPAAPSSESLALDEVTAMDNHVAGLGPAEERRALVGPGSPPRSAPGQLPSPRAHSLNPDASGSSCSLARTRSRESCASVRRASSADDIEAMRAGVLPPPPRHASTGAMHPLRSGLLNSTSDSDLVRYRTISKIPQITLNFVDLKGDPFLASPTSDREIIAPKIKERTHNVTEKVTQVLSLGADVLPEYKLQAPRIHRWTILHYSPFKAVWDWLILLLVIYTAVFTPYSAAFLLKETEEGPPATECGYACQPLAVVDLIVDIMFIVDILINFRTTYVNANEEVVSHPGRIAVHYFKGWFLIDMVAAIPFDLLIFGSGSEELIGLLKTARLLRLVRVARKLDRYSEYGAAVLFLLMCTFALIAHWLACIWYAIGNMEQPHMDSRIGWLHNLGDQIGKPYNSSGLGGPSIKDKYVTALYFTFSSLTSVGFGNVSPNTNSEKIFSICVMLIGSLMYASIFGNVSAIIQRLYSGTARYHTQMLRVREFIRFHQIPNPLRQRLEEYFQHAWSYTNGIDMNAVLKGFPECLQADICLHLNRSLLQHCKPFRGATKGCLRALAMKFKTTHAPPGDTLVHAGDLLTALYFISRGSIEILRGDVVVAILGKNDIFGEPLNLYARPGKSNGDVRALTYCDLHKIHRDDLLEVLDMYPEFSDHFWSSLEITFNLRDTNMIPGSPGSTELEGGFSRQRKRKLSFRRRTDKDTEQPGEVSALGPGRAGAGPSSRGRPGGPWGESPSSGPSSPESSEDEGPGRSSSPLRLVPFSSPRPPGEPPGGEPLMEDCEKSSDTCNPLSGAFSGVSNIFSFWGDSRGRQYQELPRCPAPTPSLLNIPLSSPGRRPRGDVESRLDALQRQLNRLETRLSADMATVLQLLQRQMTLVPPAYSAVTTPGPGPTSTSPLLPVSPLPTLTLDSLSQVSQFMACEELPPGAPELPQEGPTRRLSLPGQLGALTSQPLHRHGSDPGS
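U2OS cells were transduced with wild-type KCNH2 virus (2.03 x 10^8 / mL) for 4 h at room temperature, then cultured overnight at 37 C. Thallium flux was read with FluxOr dye. Rate constants were normalized to DMSO controls.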
* hit, by the source's call; u = inconclusive; x = no result given; & = joins results of further samples; [ ] = another dose, or the depositor's remark. Unless noted, calls follow the shape of the dose curve; as a rule, active = well fitted curve in the direction sought with a large enough effect; inconclusive = small, poorly fitted or top-dose-only effect, or another doubt; inactive = no such curve, though single readings can be large; an effect the other way counts as inactive or inconclusive. These rows are one share of the data (hit frequency here may not be typical).

SMILES	TRPV1 ag	Mito fusion yeast	A-T KAP1 phos	TSHR antag	ELG1 DNA repair	Eya2 inh	KCNH2 3.1 block	TCR activator	USP2a inh	KCNH2 WT inh
O=C(CSc1ccc(C(F)(F)F)cc1[N+](=O)[O-])NCCOc1ccccc1	0	1%	1%	-5	16%	3%	10	7%[46.1 µM]	-1%	-5
COc1ccccc1S(=O)(=O)Cc1ccc(C(=O)NC2CC2)o1	-2	0%	18%	15	12%	0%	-18	1%	1%	11
CC(C)CC1=NC(C(F)(F)F)(C(F)(F)F)c2c(n(CC(C)C)c(=O)[nH]c2=O)N1	6	0%	-4%	-28	0%	5%	-5	5%[46.1 µM]	1%	12
CCOC(=O)c1ccc(NC(=O)CCN2C(=O)C3CC=CCC3C2=O)cc1 (centres undefined)	-8	-3%	0%	15	u	8%	0	x	2%	-2
Cc1ccccc1C(=O)NCCCc1ccccc1	18	23%	-2%	3	u	0%	30	3%[46.1 µM]	5%	-3
Fc1cnc(N2CCN(c3ccccc3)CC2)nc1N1CCN(c2ccccc2)CC1	-2	x	4%	4	u	3%	-2	-2%[46.1 µM]	2%	4
COc1ccccc1OCC(=O)NCCc1nc2ccccc2[nH]1	1	-2%	-1%	1	-6%	2%	-6	-2%	-1%	-6
O=C(O)c1ccccc1N/N=C\c1ccnc2ccccc12	-3	0%	1%	-10	u	-5%	-21	0%	5%	-6
COc1ccc2c(c1)-c1ccccc1S(=O)(=O)N(C)C2	x	x	4%	2	16%	-3%	-1	1%[46.1 µM]	-1%	4
CCCn1nnnc1SCC(=O)NCc1ccccc1	-1	-3%	1%	-14	8%	17%	0	-6%	4%	-10
Cc1cccc(C#Cc2ccccc2)n1	13	-12%&4%	-3%	-19&0	u	-2%&13%	14	5%	1%	-8
Cn1c(=O)[nH]c(=O)c2c1nc(N1CCN(c3ccccc3)CC1)n2CCSc1ncccn1	3	-2%	-7%	28	u	10%	3	5%	-2%	-13
c1ccc(C2CC(c3ccccc3)n3ncnc3N2)cc1 (centres undefined)	5	0%	6%	-12	5%	-9%	-4	-2%	-2%	-5
Cc1ccc(C2=NN(C(=O)CCC(=O)O)C(c3ccc4c(c3)OCO4)C2)cc1 (centres undefined)	3	1%	4%	98	0%	-2%	4	-9%	-2%	-13
C/C(=N\NC(=O)c1ccc(CSc2nncn2C)cc1)c1ccc2ccccc2c1	0	-5%	0%	2	-2%	5%	5	-2%[46.1 µM]	2%	10
Cc1cnc(C(=O)Oc2cccc(Cl)c2Cl)cn1	5	5%	-3%	-5	-7%	3%	1	16%	3%	-6
CCOCCCNC(=O)CCNC(=O)c1cc(OC)c(OC)c(OC)c1	-5	-1%	3%	3	13%	-28%	-2	0%	0%	-15
O=C(CCNS(=O)(=O)c1ccccc1)NNC(=O)COc1ccccc1F	x	x	-9%	x	29%	-1%	-7	9%	-6%	2
Cn1c2ccccc2c2c(C(=O)NCc3ccco3)cn(C3CCCCC3)c(=O)c21	u	10%	13%	-9	u	9%	-4	3%	0%	-2
CCSc1nnc([C@@H]2CCCN2C(=O)OC(C)(C)C)o1	-2	-2%	4%	6	11%	22%	0	0%	2%	-6
CCC(=O)c1ccc(CCCCCC(=O)O)s1	-2	-2%	-1%	5	u	-4%	-2	3%	-1%	-6
CC1CC(C)CN(C(=O)c2ccc(S(=O)(=O)N3CCCCC3)cc2)C1 (centres undefined)	u	-2%	15%	8	0%	-9%	13	3%	-1%	-16
CCOc1ccc2nc(NC(=O)CN3CCN(c4ccccn4)CC3)sc2c1	6	5%	x	x	x	x	x	-5%	x	-17
CC(C)c1ccc(CNc2ncccn2)cc1	1	-1%	-3%	-6	u	7%	1	5%	-1%	-4
COc1ccc2nc(-c3ccccc3)nc(SCC(=O)NCC3CCCO3)c2c1 (centres undefined)	21	12%	2%	-10	x	4%	2	-3%	-1%	1
C=CCn1c(Cc2cccs2)nnc1SCC(=O)c1cccc(Br)c1	0	7%	16%	-27	-26%	-6%	-6	1%	-2%	-2
COc1cccc(Cn2c(OCC3CCCO3)nc3c2c(=O)n(C)c(=O)n3C)c1 (centres undefined)	2	1%	-3%	16	u	-11%	-5	-1%[46.1 µM]	4%	2
Cc1cc(C(=O)N/N=C/c2c(C)nn(-c3ccccc3)c2Cl)n[nH]1	-2	-5%	-1%	-5	u	u	-4	-1%	3%	-9
CC(=O)c1ccc(C)cc1OC(=O)c1cccc(F)c1	6	7%	5%	0	-7%	0%	-23	-1%	1%	5
COc1cccc(CC2CC(=O)N(CCc3ccc4c(c3)OCO4)C2=O)c1 (centres undefined)	-3	-4%	x	0	-5%	6%	-20	2%	-3%	13
O=C(COC(=O)c1ccccn1)NCCCc1ccccc1	1	0%	-1%	5	7%	14%	5	1%	2%	7
CC(C)=C[C@@H]1C[C@H](C)[C@H]2CC[C@H](C)c3c(O)c(O)c(C)c1c32	15	u	5%	-12	20%	-9%	x	-2%	2%	x
O=C(NNC(=O)c1ccccc1Cl)c1ccncc1	3	-3%	3%	11	u	-5%	-2	u	1%	-2
COC(=O)c1scc(C)c1N1C(=O)c2ccccc2C1=O	2	2%	-1%	-6	0%	-5%	-5	-2%	1%	-1
Cc1ccc(C(=O)c2ccccc2C(=O)O)s1	2	-1%	-1%	4	4%	20%	-8	2%	0%	-8
CSc1ccc(CCNC(=O)CSc2ccsc2[N+](=O)[O-])cc1	x	-2%	8%	-14	7%	2%	2	3%	2%	-6
CNC(=O)c1ccsc1NC(=O)CCS(=O)(=O)c1ccc(Cl)cc1	2	5%	6%	-11	-13%	-14%	4	0%	-1%	13
Cc1cc(=O)[nH]c(Nc2c(C)n(C)n(-c3ccccc3)c2=O)n1	x	-1%	5%	2	0%	-3%	x	-8%	-6%	0
COc1cc(/C=N/NS(=O)(=O)c2ccc(C)c([N+](=O)[O-])c2)ccc1O	0	-4%	-15%	7	-6%	0%	-7	5%	1%	1
CCOc1cccc(/C=C/c2ccc3cccc(O)c3n2)c1O	2	5%	18%	-6	u	2%	-6	-3%	3%	-7
O=[N+]([O-])c1ccc(-n2nnnc2CN2CCOCC2)cc1	0	9%	-2%	1	8%	-7%	16	1%	-2%	6
O=C(/C=C/c1ccccc1Cl)NC1CCS(=O)(=O)C1 (centres undefined)	1	2%	9%[11.5 µM]	-6	6%	4%	-8	-1%	8%	9
CCC(=O)Nc1ccc(NCc2cccs2)cc1	-3	2%	-3%	16	u	23%	-17	-1%	1%	-4
O=C(COc1ccccc1)NNc1nc2c(F)cc(F)cc2s1	1	6%	1%	-2	7%	6%	-11	-3%	1%	-7
COC(=O)Nc1ccc(S(=O)(=O)N(C)CC(F)(F)C(F)F)cc1	u	2%	-9%	14	11%	-5%	0	-1%	0%	5
C#CCOCCOCCOCCNc1nc(N2CCN(C(=O)C(Cc3ccc(O)cc3)n3cc(C(N)CC(C)C)nn3)CC2)nc(N2CCN(C(=O)C(Cc3cc4ccccc4[nH]3)n3cc(C(N)C(C)CC)nn3)CC2)n1 (centres undefined)	2	5%	11%	2	11%	6%	x	x	-1%	x
CCOC(=O)N1CCN(C(=O)CSCC(=O)Nc2nc(-c3ccc(-c4ccccc4)cc3)cs2)CC1	-1	1%	10%	u	10µM*	0%	u	-1%	-2%	9
CC(OC(=O)c1cc(=O)[nH]c2ccccc12)C(=O)N1C(C)CCCC1C (centres undefined)	1	2%	6%	-4	-9%	5%	-2	2%	-2%	0
Cc1nn(-c2ccccc2)c(CC(C)(C)C(=O)O)c1C(=O)O	-1	-3%	2%	7	10%	-13%	1	-2%	1%	-1
COc1ccc(S(=O)(=O)N(CC(=O)NCc2ccncc2)c2ccc(C)cc2)cc1Br	25	-10%	0%	12	u	-1%	0	-3%	-1%	-3
COc1ccc(CCNC(=O)C2CCCN(c3nn4c(=O)cc(C)nc4s3)C2)cc1OC (centres undefined)	-1	0%	4%	29	-22%	0%	8	-7%	0%	-4
CCn1cc(C(=O)NCCCN2CCCCCC2)c(=O)c2cc(S(=O)(=O)N3CCc4ccccc4C3)ccc21	5	1%	-4%	3	1%	-8%	-7	-2%	-2%	0
CCNc1nnc(SCC(=O)NC2CCCCCC2)s1	-9	-1%	-2%	16	-6%	9%	-3	8%	-2%	5
Fc1c(F)c(F)c(N/N=C/c2c[nH]c3ccccc23)c(F)c1F	0	-2%	1%	-4	u	-3%	3	-2%[46.1 µM]	4%	6

High-throughput results from PubChem.
